Giardia kill = Giardia lamblia killing; Giardia lamblia trophozoite viability; 340,000 tested, 0.15% active; AID 540267; activity change, % at 7.66 µM, hits read low; in the data active means activity change below about -80%; inconclusive means between about -30% and that limit;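 further: parasites exposed to compound for two days anaerobically before the ATP read; on the % scale 0 is the no-effect control and ±100 the full control effect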
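Each well holds 100 Giardia trophozoites and compound. After two days (48 hrs) at 37 deg C in anaerobic conditions, ATP is quantified by luminescence.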
Rab9 promoter act = Rab9 promoter activation; AID 485297; Potency, µM (series often up to 9.22 µM), for the others: top-dose activation, negative = inhibition, actives largely listed as activators; Huh7 Rab9 promoter-luciferase reporter, luminescence, 24 h; 320,000 tested, 2.8% active; further: potency means the concentration at half of the fitted maximal effect; % of control where 0% means no effect; nearly all actives have a fitted effect of over 60% in size
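Huh7 cells stably carrying a Rab9 promoter-luciferase reporter, 1500 cells per well in OP-MEM I with 10% FBS, treated with compound 24 hours at 37C. Luciferase activity read by luminescence after 10 minutes with Amplite reagent.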
Tb PFK inh = blocks T. brucei phosphofructokinase; O15648; T. brucei PFK, ADP-Glo luminescence; Potency, µM (titrated, usually from 57.5 µM), for inactives: top-dose activity, negative = inhibition, hits mostly inhibitors; 330,000 tested, 0.17% active; AID 485367;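 further: potency means the concentration at half of the fitted maximal effect; 0% = uninhibited 1x PFK enzyme wells and -100% = no-enzyme wells; nearly all actives have a fitted effect of over 60% in size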
Target sequence (O15648 whole entry, looked up): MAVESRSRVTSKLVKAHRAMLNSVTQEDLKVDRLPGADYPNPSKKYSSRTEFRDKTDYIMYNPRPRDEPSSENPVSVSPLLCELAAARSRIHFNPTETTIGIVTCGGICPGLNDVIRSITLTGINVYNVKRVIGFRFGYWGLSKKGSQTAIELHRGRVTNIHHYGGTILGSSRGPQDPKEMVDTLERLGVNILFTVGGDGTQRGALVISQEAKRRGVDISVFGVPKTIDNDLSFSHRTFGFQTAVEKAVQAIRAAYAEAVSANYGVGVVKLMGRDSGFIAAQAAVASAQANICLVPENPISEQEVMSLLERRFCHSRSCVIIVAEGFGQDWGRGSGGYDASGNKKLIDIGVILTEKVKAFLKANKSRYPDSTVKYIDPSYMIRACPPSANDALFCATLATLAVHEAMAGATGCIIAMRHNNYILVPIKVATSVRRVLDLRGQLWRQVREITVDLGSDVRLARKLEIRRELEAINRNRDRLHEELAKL
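Activity is normalized to no-enzyme wells (full inhibition) and 1.25 nM enzyme wells (no inhibition). Reaction: 0.5 mM F6P, 0.1 mM ATP, 45 min RT, ADP-Glo luminescence; concentration-response curves fitted and classed by quality.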
uPA generation = blocks generation of uPA at the cell surface; cell surface uPA generation assay, qHTS; Potency, µM (doses to about 38.3 µM), for inactives: at the top dose activity change, negative = inhibition, actives largely listed as inhibitors; 330,000 tested, 0.31% active; AID 540303; active means well fitted inhibition curve with a large enough effect; inconclusive means small, poorly fitted or top-dose-only effect; inactive means no such curve, though single readings can be large or run the other way; tested in mouse RAW 264.7 cells; further: potency means the concentration at half of the fitted maximal effect; on the % scale 0 is the no-effect control and ±100 the full control effect; nearly all actives have a fitted effect of over 55% in size
VP16 counter = inhibits Gal4-VP16 luciferase reporter, ROR gamma counter-screen; Drosophila S2 Gal4-VP16 UAS-luciferase, luminescence, 20 h; Potency, µM (doses to about 53.6 µM), for inactives: at the highest dose activity, negative = inhibition, usual class: inhibitors; 310,000 tested, 3.5% active;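 further: Gal4-VP16 expression switched on by copper sulfate through the metallothionein promoter; potency means the concentration at half of the fitted maximal effect; on the % scale 0 is the no-effect control and ±100 the full control effect; nearly all actives have a fitted effect of over 50% in size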
NPC1 prom act = NPC1 promoter activation; Potency, µM (titrated, usually from 9.22 µM), for inactives: at the top dose activation, most hits filed as activators; Huh7 NPC1 promoter luciferase reporter, 24 h; AID 485313; 320,000 tested, 2.4% active;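 further: potency means the concentration at half of the fitted maximal effect; % of control where 0% means no effect; nearly all actives have a fitted effect of over 60% in size; reporter is driven by a mutant NPC1 promoter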
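Cells: Huh7 expressing luciferase under the NPC1 promoter, 1500/well. Seeded 2 h, compound added, incubated 24 h at 37 °C. Luciferase reagent, 10 min ambient, then luminescence.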
KCNH2 3.1 block = KCNH2 3.1 (human) potassium channel inhibition. U2OS KCNH2 3.1, thallium flux FluxOr; stronger effect = lower value. activity change, % (tested at about 1.8 µM). 340,000 tested, 0.95% active. AID 720553;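 active means maximum activity change below -70%; inconclusive means maximum activity change from -70% to -50%; inactive means maximum activity change above -50%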;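 further: thallium influx rate constant from kinetic fluorescence after stimulation buffer; on the % scale 0 is the no-effect control and ±100 the full control effect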
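We transduce U2OS cells with the mutant 3.1 virus, culture them overnight, load FluxOr with Red40 quencher for 45 min, then add stimulation buffer and read kinetically for 2 min to derive a normalized rate constant.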
FBPA coupling cs = inhibits coupling enzyme system, counter-screen for aldolase hits; coupling enzyme system counterscreen, AmpLite Red fluorescence; activity change, negative = inhibition, % at 58.2 µM, hits read low; 290,000 tested, 0.67% active; AID 2472; in the data active means activity change below about -30%; further: on the % scale 0 is the no-effect control and ±100 the full control effect
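Activity here indicates interference with the coupling reaction, not aldolase inhibition. Compounds at 57.5 uM final met coupling enzymes for 10 min at RT; substrate and AmpLite Red detection followed, with a 525/598 nm fluorescence read after 20 min.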
RORg inh = blocks mouse ROR gamma transcriptional activity. 310,000 tested, 5.4% active. P51450. Potency, µM (doses to about 53.6 µM), for inactives: at the top dose activity change, negative = inhibition, hits mostly inhibitors. AID 2551. Drosophila S2 Gal4-RORgamma UAS-luciferase reporter, 20 h; further: potency means the concentration at half of the fitted maximal effect; on the % scale 0 is the no-effect control and ±100 the full control effect; nearly all actives have a fitted effect of over 60% in size
Target sequence (P51450 whole entry, looked up, the tested form may be a part): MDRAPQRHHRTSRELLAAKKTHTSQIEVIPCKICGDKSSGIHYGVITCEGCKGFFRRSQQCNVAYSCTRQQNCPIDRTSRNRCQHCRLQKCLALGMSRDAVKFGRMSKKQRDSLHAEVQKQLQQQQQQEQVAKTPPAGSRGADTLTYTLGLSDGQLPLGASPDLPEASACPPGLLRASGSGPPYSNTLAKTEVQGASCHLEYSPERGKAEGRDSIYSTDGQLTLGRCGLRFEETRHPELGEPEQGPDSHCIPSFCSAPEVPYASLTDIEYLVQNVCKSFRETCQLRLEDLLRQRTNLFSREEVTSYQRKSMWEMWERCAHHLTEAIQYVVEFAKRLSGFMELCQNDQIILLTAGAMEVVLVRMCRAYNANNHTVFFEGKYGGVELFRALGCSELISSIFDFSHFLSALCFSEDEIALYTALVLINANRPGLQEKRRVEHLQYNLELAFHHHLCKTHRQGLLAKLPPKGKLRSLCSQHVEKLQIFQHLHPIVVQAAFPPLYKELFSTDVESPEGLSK
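Stable Schneider cell line, Gal4 DNA-binding domain fused to ROR gamma, UAS-luciferase. Cmpd 1 hr RT → CuSO4 700 uM final → 20 hr RT → luciferase reagent 10 min → luminescence.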
FLuc counter = inhibits or activates purified firefly luciferase, miR-21 counter-screen. P08659. 360,000 tested, 6.9% active. purified FLuc, Km substrates, luminescence inhibition. AID 588342. Potency, µM (series often up to 57.5 µM), for the others: at the highest dose activity change, negative = inhibition, hits mostly inhibitors;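 further: potency means the concentration at half of the fitted maximal effect; plate controls were vehicle for no effect and reference inhibitor for full effect; nearly all actives have a fitted effect of over 55% in size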
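Biochemical qHTS of compounds, final roughly 60 µM downward over six points, against 10 nM purified firefly luciferase using Km concentrations of substrates (10 uM D-luciferin, 10 uM ATP) in Tris acetate pH 7.5 buffer; luminescence output.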
ELG1 genotox = genotoxicity induction in ELG1-luciferase HEK293T cells; HEK293T ELG1-luciferase reporter, luminescence, 16 h; Potency, µM (series often up to 46 µM), inactives show at the top dose activity change, positive = activation, usual class: activators; 330,000 tested, 1.3% active; AID 504466; further: potency means the concentration at half of the fitted maximal effect; % of control where 0% means no effect; nearly all actives have a fitted effect of over 60% in size
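Cells (2,000/well) expressing the ELG1-luciferase fusion are dosed by pin tool and kept 16 hr at 37 °C, 5% CO2. Signal comes from ONE-Glo luciferase reagent after 30 min at room temperature.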
Numbers without * were called inactive; ? = inconclusive; . = not tested or not shown; [ ] = another dose, or the depositor's remark. Unless noted, the call rests on the fitted dose curve; in most records, active means well fitted curve in the direction sought with a large enough effect; inconclusive means small, poorly fitted or top-dose-only effect, or another doubt; inactive means no such curve, though single readings can be large; an effect the other way counts as inactive or inconclusive.

SMILES	Giardia kill	Rab9 promoter act	Tb PFK inh	uPA generation	VP16 counter	NPC1 prom act	KCNH2 3.1 block	FBPA coupling cs	RORg inh	FLuc counter	ELG1 genotox
CC12CCC(C(=O)N3CCN(C(c4ccccc4)c4ccccc4)CC3)(OC1=O)C2(C)C (stereo not given)	-15	-3%	4%	.	4%	0%	3	0	0%	-3%	-7%
CCOc1nc(C)ccc1-c1noc(-c2ccccn2)n1	-11	18%	1%	-7%	3%	17%	-6	5	24%	?	10%
CCC(C)(C)NC(=O)COc1ccc(OCc2ccccc2)cc1	-6	0%	-2%	1%	7%	-7%	-11	1	12%	-20%	-4%
O=S(=O)(c1ccccc1)N1CCC(n2nnc3cc(F)ccc32)CC1	0	-1%	-2%	6%	3%	0%	-13	-2	?	1%	-2%
COc1ccc(CCNC(=O)C2CC(=O)N(CCc3ccc(C)cc3)C2)cc1OC (stereo not given)	13	1%	10%	-5%	9%	4%	-17	1	1%	-4%	-2%
O=C(NNC(=O)c1ccccc1-n1cccc1)c1ccc(Cl)cc1Cl	5	0%	1%	-5%	1%	-5%	-29	-3	-21%	-1%	1%
O=C(Nc1ccccc1Br)C(=O)N1CCCC1	4	-23%	-1%	6%	1%	-21%	5	1	-7%	?	10%
Cc1ccc(Cl)cc1N1CCN(C(=O)c2ccc3nc[nH]c3c2)CC1	12	-3%	-15%	7%	-15%	2%	3	3	5%	-1%	0%
CC(NC(=O)c1ccccc1Cl)C1COc2ccccc2O1 (stereo not given)	14	14%	-2%	1%	-5%	17%	-4	-3	3%	-17%	4%
O=C(Cn1ncc(Cl)c(Cl)c1=O)NC1CCS(=O)(=O)C1 (stereo not given)	?	10%	-28%	-20%	18%	-2%	20	1	-4%	0%	-7%
Cn1nnnc1SCC(=O)NCc1cccs1	0	1%	1%	4%	-3%	-1%	-4	0	-9%	0%	5%
CN1CCC/C1=C/C=C1\SC(=S)NC1=O	8	?	0%	-1%	?	24%	-3	-8	-14%	?	22%
O=C(CN1CCN(C/C=C/c2ccccc2)CC1)NC(=O)NC1CCCCC1	1	-3%	-3%	-2%	9%	-5%	?	0	3%	-7%	-16%
CCN(C(=O)c1cccc(S(=O)(=O)N(C)C)c1)C12CC3CC(CC(C3)C1)C2	-7	-12%	10%	-10%	0%	-11%	-21	1	34%	-2%	-8%
O=C(COc1ccc(Cl)cc1Cl)N(c1ccccn1)C1CCCCC1	4	0%	-3%	1%	3%	-1%	-4	-1	34%	?	4%
CC(C)C[C@H](NC(=O)OC(C)(C)C)c1nnc(SCC(=O)Nc2ccc(Br)cc2)o1	12	3%	1%	1%	-16%	1%	20	-1	27%	-13%	-12%
O=C(Nc1ccc(S(=O)(=O)NCc2cccnc2)cc1)c1ccccc1Cl	-11	-19%	0%	1%	?	-8%	13	-3	?	5%	0%
CCc1ccccc1NC(=O)CN(C)C(=O)COc1ccc(C)nc1[N+](=O)[O-]	3	-4%	-4%	5%	-1%	-4%	0	-2	22%	-2%	-2%
COc1ccc(OC)c(NC(=O)C2CCCCC2)c1	2	-10%	3%	9%	-15%	-3%	0	11	25%	-8%	1%
CCN(CC)CCOc1nc(C)nc2c1oc1ccccc12	-7	-1%	0%	6%	11%	4%	7	-1	-30%	3%	-1%
CC(C)N(C(=O)CSc1nnc(NC2CC2)s1)c1ccccc1	-14	-5%	4%	?	.	0%	23	.	.	1%	3%
COc1ccccc1NC(=O)c1cc(Br)ccc1Cl	-1	-2%	1%	4%	-5%	8%	-10	1	-5%	-10%	-5%
CC(=O)OC(COc1cccc(C)c1)Cn1cnc2ccccc21 (stereo not given)	4	4%	-3%	0%	0%	-1%	-7	-4	-21%	-16%	3%
COc1cccc(CNC(=O)C2CCN(S(=O)(=O)N3CCC4(CC3)OCCO4)CC2)c1	3	-1%	-4%	-5%	5%	-1%	19	2	-1%	1%	1%
Cc1ccccc1OCCCC(=O)Nc1nncs1	-5	-19%	-6%	-20%	11%	-1%	3	0	16%	-8%	5%

Other results follow.
SMILES	Giardia kill	Rab9 promoter act	Tb PFK inh	uPA generation	VP16 counter	NPC1 prom act	KCNH2 3.1 block	FBPA coupling cs	RORg inh	FLuc counter	ELG1 genotox
COc1cccc(C(=O)N2CCC(CCC(=O)Nc3cccc(C)c3)CC2)c1	9	3%	6%	0%	0%	-2%	7	-2	-20%	5%	0%
CCc1cc2c(=O)n(CCCOC)c(SCC(=O)Nc3oc(C)c4c(C)n[nH]c(=O)c34)nc2s1	12	0%	-2%	-2%	.	-1%	-2	.	.	5%	0%
Cc1ccc(C2CC(=O)N(c3ccc(F)cc3)C3=C2C(=O)CCC3)cc1 (stereo not given)	-4	3%	2%	5%	-5%	3%	0	2	0%	1%	0%
O=S(=O)(NCC(c1ccc2c(c1)OCO2)N1CCOCC1)c1ccc(F)cc1 (stereo not given)	2	1%	-7%	-1%	.	-5%	-13	.	.	8%	-1%
COc1cccc(OC)c1CN(C)C(=O)c1cnccc1C(F)(F)F	-4	6%	-10%	6%	1%	-2%	10	3	-14%	0%	-1%
O=C(NNC(=O)c1sccc1-n1cccc1)Nc1ccccc1	1	2%	0%	5%	7%	0%	-1	2	6%	-19%	4%
CCOC(=O)C(=CNNc1c(C)csc1C(=O)OC)C(=O)OCC	-2	-7%	1%	-6%	2%	-2%	11	4	10%	2%	-8%
O=C(NNC(=O)c1ccco1)c1ccccc1	5	-3%	-7%	9%	-10%	0%	3	4	-11%	-2%	13%
CCN1CCC(=NNC(=O)c2ccc(C)c([N+](=O)[O-])c2)CC1	-8	18%	1%	8%	0%	-2%	-1	2	-10%	5%	-1%
COC(=O)c1ccc(S(=O)(=O)N2CCc3ccccc32)cc1	17	-5%	1%	-9%	10%	-26%	-3	-2	?	-1%	-6%
O=C(CSc1nnc(-c2ccc(Br)cc2)o1)N1CCN(C(=O)c2ccco2)CC1	12	6%	0%	-12%	3%	1%	-17	3	42%	-2%	-17%
Cn1c(=O)c2c(nc(OCC3COC(C)(C)O3)n2Cc2ccccc2F)n(C)c1=O (stereo not given)	-5	4%	-1%	0%	2%	-1%	6	1	30%	0%	-1%
NS(=O)(=O)c1ccc(CCNC(=O)C(=O)C2C(=O)Nc3ccccc32)cc1 (stereo not given)	10	-3%	0%	1%	2%	2%	-3	1	12%	0%	-1%
Cc1ccc(/C=N/NC(=O)c2ccc3c(c2)OCCO3)s1	-9	?	-3%	-4%	?	?	10	-1	5.6µM*	3.4µM*	?
CCn1nc(C)c(NC(=O)CC23CC4CC(CC(C4)C2)C3)c1C	23	-7%	-4%	-1%	-50%	0%	17	6	?	-2%	0%
Cc1cc(NC(=O)CSCC(=O)Nc2nc3ccc(F)cc3s2)no1	9	-6%	9%	-2%	.	4%	0	.	.	-17%	1%
O=C(O)c1cc(NS(=O)(=O)c2ccc(N3CCCCC3)c([N+](=O)[O-])c2)cc(C(=O)O)c1	-2	5%	-9%	-2%	4%	-3%	3	16	-6%	2%	4%
CCC(C)Sc1ccc(-c2nc3ccc(Cl)cn3c2NCc2ccccc2)cc1 (stereo not given)	-4	.	3%	2%	.	.	-24	.	.	.	?
CCn1cnc2cc(NCc3cccs3)ccc21	-3	26%	-6%	1%	3%	?	4	-5	-18%	?	?
Cc1csc(NC(=O)CS(=O)(=O)Cc2ccccc2)n1	-9	-1%	0%	3%	3%	1%	2	1	16%	0%	2%
NC1=NC(=O)/C(=C/c2ccc(OCC(=O)O)cc2)S1	16	0%	3%	-4%	0%	-1%	3	1	12%	?	1%
Cc1nn(C)cc1C(C)NC(=O)c1cc(COc2c(F)cccc2F)on1 (stereo not given)	3	-2%	1%	-3%	2%	-7%	5	8	0%	5%	3%
CCC(=O)N1c2ccc(S(=O)(=O)N(CCO)Cc3ccccc3)cc2CC1C (stereo not given)	-12	-4%	0%	2%	?	5%	-3	-1	?	0%	-6%
CCCCN(C(=O)Cn1nnc2ccccc21)C(C(=O)NCCOC)c1ccc(OC)cc1OC (stereo not given)	-17	-1%	2%	4%	-4%	-3%	16	1	-7%	2%	1%
Fc1ccccc1OCCCCSc1ncccn1	-13	26%	-2%	1%	-6%	18%	8	.	40%	?	11%
COc1cccc(CN2CCN(C3CCN(c4ccccc4F)CC3)CC2CCO)c1 (stereo not given)	0	-1%	2%	-6%	-7%	-2%	-24	-2	16%	-1%	-4%
CCOC(=O)N1CCC(N(CCN(C)C)C(=S)Nc2ccc(Oc3ccccc3)cc2)CC1	32[activator]	-3%	-2%	1%	-16%	-6%	-10	2	11µM*	-2%	-9%
